Arr AP2 block: inhibitors of beta-arrestin/AP2 binding, primary screen, biochemical, GPCR trafficking, flow cytometry. inhibition, % at 10 µM. beta-arrestin 1 C-terminal peptide binding to AP2 beta2-adaptin appendage (human). AID 504490, 2011. FITC-arrestin peptide / GST-AP2 beads; AP2 beta2 appendage carries R879A mutation. 0.31% of 340,000 active;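 active means inhibition above a set limit, near 3 SD of compounds lacking own fluorescence, cut at about 54% in these data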;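 further: plate controls were DMSO wells for no effect and 5 µM unlabelled arrestin peptide for full effect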
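Test system: GST-tagged AP2 beta2-adaptin appendage (R879A) on 4 µm glutathione beads; also added: fluorescein-tagged arrestin peptide at 50 nM final; timing: 12 min plus 1 h, RT; signal: flow cytometry, FL1 (488/535 nm); read-out: percent drop in bead-associated FITC signal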
V-ATPase pHluor: regulators of yeast V-ATPase proton pumping, primary screen, pHLuorin cytosolic pH fluorescence; response, % at 10 µM; S. cerevisiae; AID 504577, 2011; 0.37% of 350,000 active; in the data active means response mostly above about 7.3%, no sharp cut-off; inactive means mostly below about 5.4%; further: actives read high; inactives centre near 0; some compounds called inactive have numbers as strong as hits; reference of the scale not given here
DAGLB inhibitor: DAGLB lipase inhibitors, primary screen, biochemical, fluorescence, HTS; AID 504411, 2011; HEK293T DAGLB membrane lysate, EnzChek fluorogenic substrate; Diacylglycerol lipase-beta (Homo sapiens), Q8NCG7; inhibition, % at 5.17 µM; 0.059% of 340,000 active; in the data active means inhibition above about 34%;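 further: 0% = enzyme with vehicle and 100% = wells lacking enzyme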
PKA-R1A activ: activators of PKA-R1A holoenzyme, primary screen, biochemical, fluorescence polarization, Cy5-IP20, bovine R1A, mouse PKAc; cAMP-dependent protein kinase type I-alpha regulatory subunit (Bos taurus) + …; PKA-R1A dissociation; scaled: DMSO 0%, 113 µM cGMP 100%; activation, % at 11.4 µM; 0.083% of 340,000 active; AID 504707, 2011;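 active means percent activation above the mean of all tested compounds plus 3 SD, cut at about 19% in these data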;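 further: higher means more PKAc released from R1A so a rise in polarization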
OPRM1-OPRD1 ag: agonists of OPRM1-OPRD1 heterodimerization, primary screen, cell-based, luminescence | Mu-type opioid receptor (Homo sapiens) + Delta-type opioid receptor (Homo sapiens), … | cells | activation, % at 9.3 µM | 0.3% of 340,000 active; in the data active means activation above about 18%;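 further: 0% = vehicle-treated cells and 100% = reference agonist; values of inactives mirror those of a sister screen read the other way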
HTR5A inv ag: HTR5A inverse agonists in luminescence cell assay, primary screen, counter-screen for OPRM1-OPRD1 heterodimer inverse agonist project, full-deck HTS; 5-hydroxytryptamine receptor 5A (Homo sapiens), P47898; inhibition, % at 9.3 µM; HTR5A cell line, inverse agonism; 0.083% of 340,000 active; in the data active means inhibition mostly above about 23%, no sharp cut-off; inactive means mostly below about 18%;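 further: 0% = cells with DMSO and 100% = no-cell wells with DMSO; some compounds called inactive have numbers as strong as hits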
Target sequence (P47898 whole entry, looked up): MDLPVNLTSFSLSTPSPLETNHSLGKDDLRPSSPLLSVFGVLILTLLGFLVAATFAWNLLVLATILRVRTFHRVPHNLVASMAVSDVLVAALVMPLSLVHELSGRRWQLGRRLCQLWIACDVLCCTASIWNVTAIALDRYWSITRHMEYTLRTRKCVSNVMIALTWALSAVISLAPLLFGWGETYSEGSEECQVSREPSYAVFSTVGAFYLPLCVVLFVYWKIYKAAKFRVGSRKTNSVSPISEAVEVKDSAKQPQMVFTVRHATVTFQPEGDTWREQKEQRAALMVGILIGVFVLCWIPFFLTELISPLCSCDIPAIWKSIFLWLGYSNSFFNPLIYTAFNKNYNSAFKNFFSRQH
PKA-R2B act: activators of PKA-R2B holoenzyme, primary screen, biochemical, fluorescence polarization, Cy5-IP20, human; 0.079% of 340,000 active; activation, % at 11.4 µM; PKA-R2B holoenzyme dissociation; R2B truncated from residue 108, S112A mutant; 0% DMSO only, 100% 113 µM cGMP; AID 504700, 2011;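 active means activation above a cutoff set at the mean over all compounds plus 3 SD, cut at about 18% in these data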;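 further: higher means more holoenzyme dissociation and a rise in polarization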
Target sequence (P31323 whole entry, looked up, other chains not shown, the tested form may be a part): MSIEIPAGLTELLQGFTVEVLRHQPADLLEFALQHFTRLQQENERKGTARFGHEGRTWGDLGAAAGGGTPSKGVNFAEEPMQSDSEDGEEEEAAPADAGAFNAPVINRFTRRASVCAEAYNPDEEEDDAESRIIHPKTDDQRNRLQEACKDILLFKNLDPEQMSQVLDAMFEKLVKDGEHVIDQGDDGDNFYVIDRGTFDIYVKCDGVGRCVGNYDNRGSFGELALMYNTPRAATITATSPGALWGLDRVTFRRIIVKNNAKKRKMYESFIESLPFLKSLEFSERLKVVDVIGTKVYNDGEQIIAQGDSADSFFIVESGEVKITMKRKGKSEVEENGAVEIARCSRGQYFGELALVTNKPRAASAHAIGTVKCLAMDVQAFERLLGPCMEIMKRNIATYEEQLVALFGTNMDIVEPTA
MOR-DOR inv ag: inverse agonists of MOR-DOR heterodimerization, primary screen, cell-based, luminescence | Mu-type opioid receptor (Homo sapiens) + Delta-type opioid receptor (Homo sapiens), … | cell-based MOR-DOR heterodimer luminescence, inverse agonism | inhibition, % at 9.3 µM | 0.21% of 340,000 active; in the data active means inhibition above about 22%, passing the limit was not always enough;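 further: 0% = cells with DMSO and 100% = wells without cells with DMSO; values of inactives mirror those of a sister screen read the other way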
HTR5A ag: HTR5A agonists in luminescence cell assay, primary screen, counter-screen for OPRM1-OPRD1 heterodimer agonist project, full-deck HTS; 5-hydroxytryptamine receptor 5A (Homo sapiens), P47898; cell-based; activation, % at 9.3 µM; 0.61% of 340,000 active; AID 504692, 2011; in the data active means activation mostly above about 9.5%, no sharp cut-off; inactive means mostly below about 7.6%;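 further: 0% = cells with vehicle only and 100% = reference agonist; strong numbers were not always called active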
Pemphigus Ab inh: inhibitors of pemphigus antibody binding to DSG3, primary screen, biochemical, bead-based, flow cytometry, scFv-GFP | Desmoglein-3 (Homo sapiens), P32926 | DSG3-coupled beads, scFv-anti-DSG3-GFP binding; active compounds read low | binding (percent of control), % at 10 µM | 0.48% of 310,000 active | AID 588358, 2011;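 active means binding more than 3 SD below its plate's average and above zero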;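 further: hits lower antibody fragment binding to DSG3; some compounds called inactive have numbers as strong as hits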
Active calls of the source: *; nt = not tested or not shown.

SMILES	Arr AP2 block	V-ATPase pHluor	DAGLB inhibitor	PKA-R1A activ	OPRM1-OPRD1 ag	HTR5A inv ag	PKA-R2B act	MOR-DOR inv ag	HTR5A ag	Pemphigus Ab inh
O=C(Nc1ccccc1C(F)(F)F)c1ccc(F)c(S(=O)(=O)N2CCOCC2)c1	0	-4	-2	-8	2.0	-14	-6	-11	-5	101
O=C(CSc1nncs1)NC(=O)NCc1ccccc1	-2	6	1	5	-3.5	16	-2	20	1	96
Cc1ccc(NC(=O)c2ccc(NC(=O)C3CCCCC3C(=O)O)cc2)cc1 (configuration not stated)	-12	0	1	-9	0.6	-1	-1	-2	1	109
COc1cccc(NC(=O)C2CCCN(S(=O)(=O)c3cccc4cccnc34)C2)c1 (configuration not stated)	24	5	-4	4	-2.3	11	-5	12	-4	103
CCCCn1c(-c2ccncc2)nc2c1c(=O)[nH]c(=O)n2CC(C)C	5	3	2	-16	-2.2	-1	-7	12	0	98
COc1cccc(N2C(=O)C(CC(=O)Nc3ccccc3)N(C3CCCCC3)C2=O)c1 (configuration not stated)	2	5	0	-19	-0.9	-11	-5	5	0	99
Cn1c(=O)n(CC#N)c2ccccc21	20	-1	2	0	-1.8	-15	-7	11	3	101
CCCCN(C(=O)c1ccc(OC(F)(F)F)cc1)c1c(N)n(CCC)c(=O)[nH]c1=O	23	-5	4	-10	0.6	-46	-1	-3	7	106
COCCOC(=O)c1[nH]c2c(c1C)C(=O)CC(c1ccc(N(C)C)cc1)C2 (configuration not stated)	-8	1	-1	0	1.4	-16	-1	-6	1	nt
COc1ccc(-c2[nH]ncc2CN2CCC(N3CCSCC3)CC2)c(F)c1	3	2	2	6	-1.1	0	3	5	0	99
CCc1ccc(CN(C)C(=O)CCc2nnc(Cc3cccc(C)c3)o2)nc1	5	6	1	-5	-1.3	-31	-3	7	5	102
CCN(c1ccccc1)S(=O)(=O)c1ccc(NN)nc1	1	6	-4	3	-3.1	-12	-2	13	4	nt
CC(=O)c1cccc(N(CC(=O)NCCc2ccccc2)C(=O)c2csnn2)c1	4	7	4	-14	-0.8	9	2	5	-4	102
O=C(CSc1cc(Cl)ccc1Cl)NCC1CCCO1 (configuration not stated)	-3	4	-3	5	-2.1	0	-3	11	3	99
COc1c(F)c(F)c(C(=O)Nc2ccccc2N2CCN(C(C)=O)CC2)c(F)c1F	0	3	-1	-3	-0.8	6	-9	3	0	nt
COc1cc(C(=O)NC(=S)Nc2nccs2)cc(OC)c1OC	6	2	-1	2	-2.2	1	1	10	-3	104
CN(C)C(=O)N1CCC(C(=O)N2CCCC(C(=O)c3ccc(C(C)(C)C)cc3)C2)CC1 (configuration not stated)	2	-7	-1	2	-2.2	0	-2	15	2	103
Cc1sc2nc(CSC(C)C(=O)Nc3ccc(C(N)=O)cc3)[nH]c(=O)c2c1C (configuration not stated)	0	-4	-1	-4	-3.9	7	-11	20	-2	110
CCN1C(=O)N(S(=O)(=O)C(F)(F)F)[C@@H](c2ccccc2)C(C(=O)OC)=C1C	1	0	-2	-4	0.2	3	4	-1	1	104
Cc1cc(N2CCCC2)c(F)cc1/C=C\[N+](=O)[O-]	9	7	-11	-10	2.7	-26	-4	-14	2	159
COCOCCn1cc(CN2CCS(=O)(=O)N(Cc3ccc(-c4ccc(C)cc4)cc3)C(C)C2=O)nn1 (configuration not stated)	nt	2	-2	-6	nt	nt	0	nt	nt	99
O=c1[nH]c(CN2CCN(S(=O)(=O)c3ccc4ccccc4c3)CC2)nc2ccccc12	4	-2	-1	-7	1.8	22	-7	-9	0	109
O=[N+]([O-])c1cccc(COc2cccc(CN3CCCC3)c2)c1	0	-3	-6	-4	-3.8	-5	2	18	1	98
Cc1ccc(-n2nc3c(=O)n(C(C)C(=O)NC4CC4)nc(C)c3c2C)cc1 (configuration not stated)	44	-7	1	-2	-0.1	-3	3	1	5	92
Clc1ccccc1/C=C/c1ccnc2ccccc12	0	-1	-11	2	2.6	2	-15	-12	-1	99
Other results follow:
SMILES	Arr AP2 block	V-ATPase pHluor	DAGLB inhibitor	PKA-R1A activ	OPRM1-OPRD1 ag	HTR5A inv ag	PKA-R2B act	MOR-DOR inv ag	HTR5A ag	Pemphigus Ab inh
O=C(CSc1ccccc1F)NC(=O)c1ccc(Cl)cc1	-4	1	-8	-2	1.7	-19	2	-8	5	94
O=C(COC(=O)c1cccc(-n2cnnn2)c1)c1ccc(Br)cc1	5	0	1	11	0.4	-10	2	-2	4	103
COC(=O)[C@H](Cc1ccccc1)NC(=O)[C@@H]1C[C@H]1[C@@H](NC(=O)OCc1ccccc1)c1ccccc1	1	-6	3	-8	-1.5	-29	-6	8	1	100
CCCNC(=O)c1ccc(Cl)cc1Cl	13	0	-4	1	-2.9	0	-5	15	0	88
Cc1ccc(S(=O)(=O)N2CCCCC2)cc1NC(=S)NC(=O)c1ccco1	2	3	-4	-1	-3.2	7	-2	16	-2	105
Cc1ccc(S(=O)(=O)NC(C)CCc2ccccc2)cc1 (configuration not stated)	-2	3	-18	2	2.9	-8	4	-17	1	101
COc1ccc(CCC(=O)OCC(=O)NC2CCCC2)cc1OC	nt	0	-2	3	nt	nt	1	nt	nt	103
CCCS(=O)(=O)N1CCCC(C(=O)NCCCN2CCN(c3cccc(Cl)c3)CC2)C1 (configuration not stated)	9	1	3	-4	0.8	1	0	-4	-5	108
CCOc1ccccc1NC(=S)N1CCN(c2ccc(OC)cc2)CC1	-20	2	-2	2	-2.6	-12	2	13	4	112
COc1ccc(C(OC(=O)c2cccs2)C(=O)NCC2CCCO2)cc1 (configuration not stated)	-9	1	0	-2	0.8	-2	-3	-4	1	103
COc1cccc(NC(=S)N2CCC(NC(=O)c3ccco3)CC2)c1	0	1	-1	7	-0.2	4	-7	1	3	96
CC(Cc1cccs1)NC(=S)Nc1ccccc1 (configuration not stated)	7	-8	-5	-5	-2.8	14	2	14	-5	103
CC(=O)c1ccc(S(=O)(=O)N2CCN(C(C)C(=O)N(C)Cc3ccccc3)CC2)cc1 (configuration not stated)	-10	1	3	1	1.9	0	-12	-10	0	108
CCOc1cccc(CNCc2ccncc2)c1	30	1	-5	-5	-2.4	-10	0	12	-2	95
O=C(O)Cn1nnc(-c2cccs2)n1	2	-3	1	10	0.0	-7	0	0	-1	107
CC(=O)c1cccc(N(CC(=O)NC2CCCC2)C(=O)c2ccc(C)s2)c1	12	4	-4	-4	-1.2	-3	-9	6	-1	103
COc1cc([N+](=O)[O-])ccc1Nc1nc(C)cc(C)n1	6	-20	-3	0	0.5	9	-1	-2	-3	117
CCOC(=O)c1cc(NCc2cccs2)ccc1N1CCOCC1	44	-5	-2	0	-2.3	-17	1	11	1	113
Clc1ccc(-c2nnc(-c3ccccc3)o2)c(Cl)c1	3	-5	-15	-7	0.7	-20	-4	-3	-3	98
COc1cc2ccccc2cc1C(=O)Nc1ccc(Br)cn1	15	13	-5	-10	-1.6	-5	-9	8	2	89*
Cc1ccc(CNC(=O)CSc2nc3ccsc3c(=O)n2Cc2ccc(C(=O)O)cc2)cc1	51	-1	2	-2	-2.6	7	4	13	-4	95
O=S(=O)(NN1CCOCC1)c1ccc(Br)s1	14	1	-3	3	-3.0	-3	0	10	-3	105
COc1ccc2[nH]c(=O)c(CNc3ccc(C)cc3C)cc2c1	32	0	2	-7	2.8	-4	-2	-15	1	101
CCOC1=NN(c2ncc(C(F)(F)F)cc2Cl)C(=O)C1	0	0	-3	-15	-1.0	-6	0	5	2	93
CCOC(=O)C(NC(C)=O)(OCc1ccc(F)cc1)C(F)(F)F (configuration not stated)	13	-11	-3	2	-3.2	-2	-3	15	4	nt
COc1ccc(N(CC(=O)NC2CC2)S(=O)(=O)c2ccccc2)cc1	-10	-4	-1	-1	-0.9	6	-3	6	1	99
COc1cc(CC(=O)N2CCN(S(=O)(=O)c3ccc(C(C)C)cc3)CC2)cc(OC)c1OC	nt	0	1	-19	nt	nt	4	nt	nt	96

Given bar-delimited: entries from further up
canonical_smiles | Arr AP2 block | V-ATPase pHluor | DAGLB inhibitor | PKA-R1A activ | OPRM1-OPRD1 ag | HTR5A inv ag | PKA-R2B act | MOR-DOR inv ag | HTR5A ag | Pemphigus Ab inh
Clc1ccc(-c2nnc(-c3ccccc3)o2)c(Cl)c1 | 3 | -5 | -15 | -7 | 0.7 | -20 | -4 | -3 | -3 | 98
COc1cc2ccccc2cc1C(=O)Nc1ccc(Br)cn1 | 15 | 13 | -5 | -10 | -1.6 | -5 | -9 | 8 | 2 | 89*

Molecules above containing a thiophene ring, fused or not:
SMILES	Arr AP2 block	V-ATPase pHluor	DAGLB inhibitor	PKA-R1A activ	OPRM1-OPRD1 ag	HTR5A inv ag	PKA-R2B act	MOR-DOR inv ag	HTR5A ag	Pemphigus Ab inh
Cc1sc2nc(CSC(C)C(=O)Nc3ccc(C(N)=O)cc3)[nH]c(=O)c2c1C (configuration not stated)	0	-4	-1	-4	-3.9	7	-11	20	-2	110
COc1ccc(C(OC(=O)c2cccs2)C(=O)NCC2CCCO2)cc1 (configuration not stated)	-9	1	0	-2	0.8	-2	-3	-4	1	103
CC(Cc1cccs1)NC(=S)Nc1ccccc1 (configuration not stated)	7	-8	-5	-5	-2.8	14	2	14	-5	103
O=C(O)Cn1nnc(-c2cccs2)n1	2	-3	1	10	0.0	-7	0	0	-1	107
CC(=O)c1cccc(N(CC(=O)NC2CCCC2)C(=O)c2ccc(C)s2)c1	12	4	-4	-4	-1.2	-3	-9	6	-1	103
CCOC(=O)c1cc(NCc2cccs2)ccc1N1CCOCC1	44	-5	-2	0	-2.3	-17	1	11	1	113
Cc1ccc(CNC(=O)CSc2nc3ccsc3c(=O)n2Cc2ccc(C(=O)O)cc2)cc1	51	-1	2	-2	-2.6	7	4	13	-4	95
O=S(=O)(NN1CCOCC1)c1ccc(Br)s1	14	1	-3	3	-3.0	-3	0	10	-3	105

High-throughput results as filed in PubChem.

No enrichment for hits. Share with any hit: about 2.4%.
